Assay outcomes deposited in PubChem BioAssay by The Scripps Research Institute Molecular Screening Center.
V1R ag counter – agonists of human V1a receptor, primary screen, counter-screen for OXTR agonist project, fluorescence, CHO-V1R cells. Vasopressin V1a receptor (Homo sapiens), P37288. Fluo-8 calcium fluorescence, agonist mode; 0% DMSO, 100% 3 nM vasopressin. activation, % at 3 µM. 0.25% of 320,000 active;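 active means activation above the mean activation of all tested compounds plus 3 SD, per screening run, cut at about 20% in these data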;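 further: signal is peak over basal fluorescence ratio across a 100 second FLIPR read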
Target sequence (P37288 whole entry, looked up): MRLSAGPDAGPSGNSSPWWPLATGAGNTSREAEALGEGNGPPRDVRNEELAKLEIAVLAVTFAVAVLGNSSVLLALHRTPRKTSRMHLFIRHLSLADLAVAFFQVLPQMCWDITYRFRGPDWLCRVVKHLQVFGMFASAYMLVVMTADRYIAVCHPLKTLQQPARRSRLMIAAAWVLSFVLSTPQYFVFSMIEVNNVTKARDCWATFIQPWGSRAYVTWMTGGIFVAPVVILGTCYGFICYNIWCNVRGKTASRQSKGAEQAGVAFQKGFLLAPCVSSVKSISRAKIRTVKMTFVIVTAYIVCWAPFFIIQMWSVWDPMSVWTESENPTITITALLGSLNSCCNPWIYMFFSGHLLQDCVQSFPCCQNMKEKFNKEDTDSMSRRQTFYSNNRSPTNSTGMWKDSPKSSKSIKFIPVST
GalR3 antag – GalR3 antagonists in HEK293 cells, primary screen, cell-based, fluorescence readout. Galanin receptor type 3 (Homo sapiens), O60755. HEK293 GalR3-CNG cAMP membrane potential fluorescence; galR3 body fused to GalR1 C-terminus. inhibition, % at 3 µM. 0.44% of 360,000 active. AID 651719, 2012;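 active means inhibition above the screen-wide average plus 3 SD, cut at about 13% in these data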;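 further: forskolin and galanin both at EC90 stimulate the cells; cAMP rise reported by CNG channel membrane potential dye signal; 0% = forskolin plus galanin with DMSO and 100% = forskolin alone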
Target sequence (O60755 1-299 limits assumed): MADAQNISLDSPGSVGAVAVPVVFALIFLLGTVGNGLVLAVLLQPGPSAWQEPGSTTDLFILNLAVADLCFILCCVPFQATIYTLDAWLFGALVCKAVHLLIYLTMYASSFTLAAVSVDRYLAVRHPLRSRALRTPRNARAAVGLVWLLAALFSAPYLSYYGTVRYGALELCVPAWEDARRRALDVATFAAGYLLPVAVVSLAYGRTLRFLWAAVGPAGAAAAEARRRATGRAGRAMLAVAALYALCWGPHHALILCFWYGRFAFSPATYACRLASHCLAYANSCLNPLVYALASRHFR
OXTR ag – human OXTR agonists, primary screen, fluorescence, CHO-OTR cells, Fluo-8 calcium; Fluo-8 calcium fluorescence; normalized: DMSO 0%, oxytocin 100%; AID 2435, 2010; activation, % at 3 µM; 0.32% of 320,000 active;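 active means activation above the mean of all tested compounds plus 3 SD, cutoff set per screening run, cut at about 20% in these data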;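 further: peak over basal fluorescence ratio from a 100 s FLIPR kinetic read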
Target sequence (P30559 whole entry, looked up): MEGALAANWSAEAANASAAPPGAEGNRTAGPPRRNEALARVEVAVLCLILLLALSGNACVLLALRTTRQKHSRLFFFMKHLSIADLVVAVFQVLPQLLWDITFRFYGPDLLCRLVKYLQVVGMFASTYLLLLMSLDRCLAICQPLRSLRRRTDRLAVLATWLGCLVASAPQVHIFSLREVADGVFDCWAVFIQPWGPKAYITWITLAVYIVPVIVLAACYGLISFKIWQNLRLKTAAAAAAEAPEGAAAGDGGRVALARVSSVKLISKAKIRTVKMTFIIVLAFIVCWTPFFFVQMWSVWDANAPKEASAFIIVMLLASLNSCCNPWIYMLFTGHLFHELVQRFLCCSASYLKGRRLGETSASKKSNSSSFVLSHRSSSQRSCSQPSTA
Starred values were filed as active, the others as inactive.

SMILES | V1R ag counter | GalR3 antag | OXTR ag
COC(=O)C1=C(c2ccccc2)C[C@@H]2CC[C@H]1N2C(=O)N1CCCC1 | 0.1 | -4 | -0.5
CN1C2CCC1C(C(=O)O)C(OC(=O)c1ccccc1)C2 (configuration not stated) | 1.4 | -3 | 1.2
COC(=O)C1=C(c2cc3ccccc3s2)C[C@@H]2CC[C@H]1N2C(=O)NCc1cccc2ccccc12 | 2.7 | 18* | 0.4
COC(=O)C1=C(c2cccc(OC)c2OC)C[C@@H]2CC[C@H]1N2C(=O)NC1CCCCC1 | 0.1 | -7 | -0.3
C/C=C1/CN2[C@@H]3C4CO[C@@H]3c3c([nH]c5cc(OC)ccc35)[C@@H]2CC14 (some centres not stated) | 0.9 | -1 | 0.6
Cc1cc(=O)oc2cc(OCC(=O)N3CCN(C(C)c4ccccc4)CC3)c(Cl)cc12 (configuration not stated) | 2.0 | 3 | -2.1
COC(=O)C1=C(c2cc3ccccc3o2)C[C@@H]2CC[C@H]1N2C(=O)NC(C)C | -0.5 | -4 | -0.5
COC(=O)C1=C(c2ccc(F)cc2OCc2ccccc2)C[C@@H]2CC[C@H]1N2C(=O)NCc1ccc2c(c1)OCO2 | 0.4 | -8 | -1.9
COC(=O)C1=C(c2cccc3c2S(=O)(=O)c2ccccc2-3)C[C@@H]2CC[C@H]1N2C(=O)N1CCc2cc(OC)c(OC)cc2C1 | -1.4 | -2 | -1.0
CC(C)CC(C)N (configuration not stated) | 0.9 | 2 | 0.7
COC(=O)C1=C(c2c(C)noc2C)C[C@@H]2CC[C@H]1N2C(=O)N1CCC(O)(c2ccc(Cl)cc2)CC1 | -0.1 | -7 | -0.9
COc1ccc2[nH]c(C)c(CCNCc3cccnc3)c2c1 | 1.7 | -4 | 1.4
COC(=O)C1=C(c2ccc(OC(F)(F)F)cc2)C[C@@H]2CC[C@H]1N2C(=O)N1CCC(C)CC1 | 0.2 | -1 | -0.9
Cc1nc2ccsc2c(=O)n1-c1ccccc1Cl | 0.2 | -4 | -1.0
COc1ccccc1N1CCN(Cc2ccc3c(c2)OCO3)CC1 | -0.9 | -1 | -1.3

13 of the compounds above, with values under each structure.
Every second line gives: V1R ag counter	GalR3 antag	OXTR ag
COC(=O)C1=C(c2ccccc2)C[C@@H]2CC[C@H]1N2C(=O)N1CCCC1
 : 0.1	-4	-0.5
CN1C2CCC1C(C(=O)O)C(OC(=O)c1ccccc1)C2 (configuration not stated)
 : 1.4	-3	1.2
COC(=O)C1=C(c2cc3ccccc3s2)C[C@@H]2CC[C@H]1N2C(=O)NCc1cccc2ccccc12
 : 2.7	18*	0.4
COC(=O)C1=C(c2cccc(OC)c2OC)C[C@@H]2CC[C@H]1N2C(=O)NC1CCCCC1
 : 0.1	-7	-0.3
C/C=C1/CN2[C@@H]3C4CO[C@@H]3c3c([nH]c5cc(OC)ccc35)[C@@H]2CC14 (some centres not stated)
 : 0.9	-1	0.6
Cc1cc(=O)oc2cc(OCC(=O)N3CCN(C(C)c4ccccc4)CC3)c(Cl)cc12 (configuration not stated)
 : 2.0	3	-2.1
COC(=O)C1=C(c2cc3ccccc3o2)C[C@@H]2CC[C@H]1N2C(=O)NC(C)C
 : -0.5	-4	-0.5
COC(=O)C1=C(c2ccc(F)cc2OCc2ccccc2)C[C@@H]2CC[C@H]1N2C(=O)NCc1ccc2c(c1)OCO2
 : 0.4	-8	-1.9
COC(=O)C1=C(c2cccc3c2S(=O)(=O)c2ccccc2-3)C[C@@H]2CC[C@H]1N2C(=O)N1CCc2cc(OC)c(OC)cc2C1
 : -1.4	-2	-1.0
CC(C)CC(C)N (configuration not stated)
 : 0.9	2	0.7
COC(=O)C1=C(c2c(C)noc2C)C[C@@H]2CC[C@H]1N2C(=O)N1CCC(O)(c2ccc(Cl)cc2)CC1
 : -0.1	-7	-0.9
COc1ccc2[nH]c(C)c(CCNCc3cccnc3)c2c1
 : 1.7	-4	1.4
COC(=O)C1=C(c2ccc(OC(F)(F)F)cc2)C[C@@H]2CC[C@H]1N2C(=O)N1CCC(C)CC1
 : 0.2	-1	-0.9

Next part.
SMILES | V1R ag counter | GalR3 antag | OXTR ag
CCC1=CCN(CCc2c(C)[nH]c3ccccc23)CC1 | 2.9 | -2 | 0.8
CCCCCCCCCCCCCCCC[N+](C)(C)C | 16 | 4 | 12
CSc1ccc(CN2CCN(C(=O)Cc3ccccc3)CC2)cc1 | -1.8 | -5 | -1.3
CC1(C(=O)O)CCCC2(C)c3cc(O)ccc3CCC12 (configuration not stated) | 0.8 | 0 | 0.7
COC(=O)C1=C(c2cc3ccccc3s2)C[C@@H]2CC[C@H]1N2C(=O)NCC1CC1 | 1.8 | -9 | -2.2
CCC1(c2cccc(O)c2)CCCCN(C)C1 (configuration not stated) | 1.0 | -2 | -0.1
CC(C)(C)NC(=O)CN1CCCN(C(=O)COc2ccc(Cl)c3ccccc23)CC1 | 4.7 | -1 | 3.5
COc1ccc2c3c1OC1[C@H](O)CCC4[C@@H](C2)N(C)CC[C@]314 (some centres not stated) | 1.0 | 0 | 0.8
Cc1ccc(N)c(C)c1 | 0.2 | 2 | 0.6
COC(=O)C1=C(c2ccc(C(C)=O)cc2)C[C@@H]2CC[C@H]1N2C(=O)N1CCC(O)(c2ccc(Cl)cc2)CC1 | 0.6 | -5 | 0.0
COC(=O)C1=C(c2ccc(F)cc2F)C[C@@H]2CC[C@H]1N2C(=O)NCc1ccc(C(F)(F)F)cc1 | 0.2 | -5 | 0.0
COC(=O)C1=C(c2c(C)noc2C)C[C@@H]2CC[C@H]1N2C(=O)N1CCOCC1 | 1.1 | -3 | 1.0
COC(=O)C1=C(c2ccccc2)C[C@@H]2CC[C@H]1N2C(=O)NCC1CC1 | -0.2 | -5 | 0.4
CN(C)c1cc[n+](CC(O)C[n+]2ccc(N(C)C)cc2)cc1 | -0.5 | -6 | 0.1
C[C@@H]1CN(C2CCC(C#N)(c3ccc(F)cc3)CC2)CC[C@]1(C(=O)O)c1ccccc1 (some centres not stated) | -0.3 | 2 | 0.8
C[C@]12CCC3C(CC[C@H]4C[C@@H](O)CC[C@]34C)C1C[C@@H](Br)[C@@H]2O (some centres not stated) | 1.5 | 4 | 0.2
COC(=O)C1=C(c2cccc(C#N)c2)C[C@@H]2CC[C@H]1N2C(=O)N1CCCC1 | 0.2 | -4 | -0.7
CC1=NN=C(c2ccc(N)cc2)c2cc3c(cc2C1)OCO3 | 0.5 | -1 | -0.2
COC(=O)C1=C(c2ccc(F)cc2F)C[C@@H]2CC[C@H]1N2C(=O)N1CCOCC1 | 0.0 | -2 | 0.3
COc1ccc(C(O)C(C)NC(C)C(O)c2ccc(OC)cc2)cc1 (configuration not stated) | 1.9 | -7 | 3.8
COC(=O)C1=C(c2ccc(OCc3ccccc3)cc2)C[C@@H]2CC[C@H]1N2C(=O)NCc1cccc(OC)c1 | 5.1 | -7 | 2.5
COC(=O)[C@@H]1C[C@]2(C(=O)O)c3ccccc3N(OOSc3ccccc3)[C@@H]2N1C(=O)OC | 1.1 | 2 | -0.3
COC(=O)C1=C(c2ccc(S(C)(=O)=O)cc2)C[C@@H]2CC[C@H]1N2C(=O)NCc1ccco1 | 8.3 | -2 | 0.8
O=[N+]([O-])c1cccc(O)c1 | 2.8 | -3 | 3.3
COC(=O)C1=C(c2cccc(C#N)c2)C[C@@H]2CC[C@H]1N2C(=O)NCCO | 1.4 | -2 | 1.1
N=C1c2ccccc2CN1NC(=O)c1ccco1 | 2.1 | 13* | 1.4
Cc1ccc(S(=O)(=O)N2CCN(C(=O)COC(=O)Cc3ccccc3)CC2)c(C)c1 | 2.2 | 0 | 2.9
C[N+]1(C)C2CC(OC(=O)C(CO)c3ccccc3)CC1C1OC12 (configuration not stated) | 0.2 | -1 | 0.7
O=[N+]([O-])c1cccc2c([N+](=O)[O-])cccc12 | 0.1 | -3 | -0.5
CN/C=C(/Cl)P(=O)(OC(C)C)OC(C)C | 1.0 | -3 | -0.2
COC/C=C1\CN2C3C[C@@H]1[C@H]1COC4=Nc5cc(OC)c(OC)c(OC)c5[C@@]43C[C@@H]12 | 1.2 | -5 | 0.6
COC(=O)C1=C(c2ccc(-c3ccccc3)c(F)c2)C[C@@H]2CC[C@H]1N2C(=O)NCCO | 5.2 | -8 | 4.7
COC(=O)C1=C(c2cccc(OC)c2OC)C[C@@H]2CC[C@H]1N2C(=O)N1CCC(C)CC1 | -0.9 | -4 | -1.0
CC1=C(C/C(C)=C/c2ccccc2)/C(=C/CO)[C@@H]2OC(=O)O[C@]2(C)C12CC2 | -0.6 | 0 | -1.7
COC(=O)C1=C(c2ccc(Cl)c(C(F)(F)F)c2)C[C@@H]2CC[C@H]1N2C(=O)N1CCOCC1 | -0.8 | -2 | -1.5
COC(=O)C1=C(c2cccc(OCc3ccccc3)c2)C[C@@H]2CC[C@H]1N2C(=O)NCc1ccc(C(F)(F)F)cc1 | 3.0 | -4 | 2.0
Cc1cc[n+](Cc2ccccc2)cc1 | -0.2 | -6 | 3.8
COC(=O)C1=C(c2c(C)noc2C)C[C@@H]2CC[C@H]1N2C(=O)N1CCC(O)CC1 | 0.1 | -1 | 0.0
COC(=O)C1=C(c2c(C)noc2C)C[C@@H]2CC[C@H]1N2C(=O)N1CCC(C)CC1 | -0.7 | -6 | -0.5
Clc1ccccc1C1=NCc2nncn2-c2sc(Br)cc21 | -0.3 | -7 | 0.2
Cc1noc(C)c1CSCC(=O)Nc1ccc(C#N)c(Cl)c1 | 8.4 | -1 | 13
COC1=CC(=O)[C@]2(C=C1OC)OC[C@@H]1Oc3c(ccc4c3C=CC(C)(C)O4)C(=O)[C@@H]12 | 9.5 | 41* | 13
COC(=O)C1=C(c2ccc(F)cc2OCc2ccccc2)C[C@@H]2CC[C@H]1N2C(=O)NCc1ccc(F)cc1 | 1.0 | -10 | 0.4
COC(=O)C1=C(c2cccc(OCc3ccccc3)c2)C[C@@H]2CC[C@H]1N2C(=O)NCc1cccc(OC)c1 | 2.6 | -5 | 2.8
O=C(Nc1ccccc1)c1c(O)[nH]c(=O)[nH]c1=O | 0.6 | -4 | 0.3
COC(=O)C1=CO[C@@H](C)[C@@H]2CN(CCc3c[nH]c4ccccc34)CC[C@H]12 | -0.7 | -8 | -0.5
COC(=O)C1=C(c2cccc(C#N)c2)C[C@@H]2CC[C@H]1N2C(=O)NCCOc1ccccc1Cl | -1.3 | -5 | -1.7
C[C@@H]1O[C@@H](O[C@H]2C[C@@H](O)[C@]3(CO)[C@@H]4C(CC[C@]3(O)C2)[C@@]2(O)CC[C@H](C3COC(=O)C3)[C@@]2(C)C[C@H]4O)[C@H](O)[C@H](O)[C@H]1O (some centres not stated) | 0.7 | 16* | 0.1
Cc1cc(-c2ccccc2)cc(C)[n+]1Cc1ccccc1 | 0.0 | -4 | 0.1
COC(=O)C1=C(c2ccc(Cl)c(C(F)(F)F)c2)C[C@@H]2CC[C@H]1N2C(=O)NCCO | 0.3 | -2 | 0.5
CCOC(=O)c1ccccc1N | 0.6 | -5 | -0.5
COC(=O)C1=C(c2ccc3ccccc3c2)C[C@@H]2CC[C@H]1N2C | 0.7 | -6 | 1.9
COC(=O)C1=C(c2ccc(OC)c(OC)c2)C[C@@H]2CC[C@H]1N2C(=O)N1CCCCC1 | 0.3 | -2 | -0.1
COC(=O)C1=C(c2c(C)noc2C)C[C@@H]2CC[C@H]1N2C(=O)N1CCCCC1 | 0.1 | -3 | 0.3
CCCN1CCC[C@H](c2cccc(O)c2)C1 | 1.3 | -1 | -0.2
Cc1ccc(N)cc1N | 1.5 | -1 | 1.0
CC[C@H]1CN(C)C[C@@]2(C(=O)OC)Cc3c([nH]c4ccccc34)C(=O)C[C@@H]12 | 1.3 | 2 | 0.6
C[C@]12CCC3C(CC[C@H]4C[C@@H](O)CC[C@]34C)C1C[C@@H](O)[C@]2(C)O (some centres not stated) | 0.6 | -1 | 1.7
N[C@@H]1C[C@H]1c1ccccc1 | 0.9 | -1 | 1.5
COC(=O)C1=C(c2ccc(F)cc2OCc2ccccc2)C[C@@H]2CC[C@H]1N2C(=O)NCCc1ccc(F)cc1 | 3.3 | -8 | 2.0
Next part.
SMILES | V1R ag counter | GalR3 antag | OXTR ag
O=C(CCCN1CCC(n2c(=O)[nH]c3ccccc32)CC1)c1ccc(F)cc1 | 3.9 | 1 | 1.0
CCCCOC(=O)c1ccccc1C(=O)OCCCC | -0.8 | -5 | -1.4
CCOC(=O)c1cccc(NC(=O)c2c(O)[nH]c(=O)[nH]c2=O)c1 | 0.1 | -4 | 0.4
COC(=O)C1=C(c2ccc(OC(F)(F)F)cc2)C[C@@H]2CC[C@H]1N2C(=O)NCCOc1ccccc1Cl | 0.0 | -9 | -0.8
C[C@]12C[C@@H](O)[C@H](O)CC1=CCC1C2CC[C@]2(C)C(=O)CCC12 (some centres not stated) | 0.8 | -6 | 0.5
C[C@]12CCC3C(CC[C@H]4C[C@H](OC(=O)c5cccnc5)CC[C@]34C)C1CCC2=O (some centres not stated) | -0.1 | -3 | -2.2
COC(=O)C1=C(c2ccc(OC)c(OC)c2)C[C@@H]2CC[C@H]1N2C(=O)N1CCOCC1 | 0.3 | -3 | 1.4
Cc1ccc2c(c1)C1C[N+](C)(CC(=O)c3ccc(Cl)cc3Cl)CCC1N2C(=O)c1ccc(F)cc1 (configuration not stated) | 1.5 | -2 | 1.1
CN1CCc2cc(O)cc3c2[C@H]1Cc1ccc(O)c(O)c1-3 | -0.1 | 0 | 0.1

The list is partial, so the mix of outcomes need not match the whole.
